Compound activity as filed in PubChem BioAssay.
Furin inh – human furin inhibitors, primary screen, biochemical, fluorescence intensity; purified furin, fluorogenic substrate cleavage; 220,000 tested, 0.061% active; P09958; AID 463115, 2010; inhibition, % at 30 µM; in the data active = inhibition above about 25%; also: inactives centre near -15
Tb hexokinase – Trypanosoma brucei hexokinase 1 inhibitors, primary screen, biochemical, G6PDH-coupled NADH absorbance, MLSCN library | inhibition, % at 10 µM | 220,000 tested, 0.11% active | AID 1430, 2008 | hexokinase 1 [Trypanosoma brucei] | recombinant TbHK1, G6PDH-coupled NADH A340;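 active = inhibition of 50% or more in the single-dose primary screen; inactive = inhibition below 50%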
Runt-SMMHC FRET – inhibitors of RUNX1 Runt–CBFb-SMMHC binding, primary screen, biochemical, FRET, Cerulean-Runt, Venus-CBFb-SMMHC, uHTS; Runt-related transcription factor 1 (Homo sapiens) + Core-binding factor subunit beta …; Cerulean-Runt/Venus-CBFb-SMMHC FRET ratio 530/480, 1 h; inhibition, % at 20 µM; 220,000 tested, 0.74% active;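 active = mean inhibition across duplicate retests at 20 µM reaching about 50%, limit read from the data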;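 also: 0% = DMSO wells and 100% = wells with excess untagged CBFb-SMMHC; inhibitors lower the FRET ratio by blocking Runt binding to CBFb-SMMHC; some results filed as inactive read as strong as hits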
Target sequence (Q01196 whole entry, looked up): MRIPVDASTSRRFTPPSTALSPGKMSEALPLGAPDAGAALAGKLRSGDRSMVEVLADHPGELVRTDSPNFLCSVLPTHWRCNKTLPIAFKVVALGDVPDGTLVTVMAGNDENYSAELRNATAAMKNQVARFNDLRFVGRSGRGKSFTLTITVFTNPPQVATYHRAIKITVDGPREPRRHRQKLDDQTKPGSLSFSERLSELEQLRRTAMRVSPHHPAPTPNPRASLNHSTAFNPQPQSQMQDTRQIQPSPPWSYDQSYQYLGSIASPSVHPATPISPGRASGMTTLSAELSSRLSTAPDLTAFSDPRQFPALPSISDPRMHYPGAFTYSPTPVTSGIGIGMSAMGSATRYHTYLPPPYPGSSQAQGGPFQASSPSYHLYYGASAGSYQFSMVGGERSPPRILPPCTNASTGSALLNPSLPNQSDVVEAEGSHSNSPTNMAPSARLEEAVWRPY
Target sequence (Q13951 whole entry, looked up): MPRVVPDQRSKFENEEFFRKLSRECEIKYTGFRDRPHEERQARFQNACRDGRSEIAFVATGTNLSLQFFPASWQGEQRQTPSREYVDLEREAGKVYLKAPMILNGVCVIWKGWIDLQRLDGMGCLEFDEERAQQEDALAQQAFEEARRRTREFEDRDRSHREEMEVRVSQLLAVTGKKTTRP
RBBP9 inh – human RBBP9 inhibitors, primary screen, biochemical, fluorescence polarization, FP-Rh probe, HTS. Serine hydrolase RBBP9 (Homo sapiens), O75884. recombinant RBBP9. inhibition, % at 7.94 µM. 220,000 tested, 0.2% active. AID 1515, 2009;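 active = inhibition above the campaign mean of all tested compounds plus 3 SD, cut at about 14% in these data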;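 also: plate controls were DMSO wells with RBBP9 for no effect and wells lacking RBBP9 protein for full effect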
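Test system: recombinant human RBBP9. Quantity: 2.5 µM RBBP9 dispensing solution, before mixing. Detection: FP readout at 525/598 nm. Reagent: Serine-hydrolase probe FP-Rh, 375 nM pre-mixing. Measure: % inhibition. Control set: DMSO-treated enzyme wells and wells lacking RBBP9. Buffer or medium: Tris-NaCl-Pluronic buffer, pH 8.0. Times: preincubation 30 min plus labeling 45 min at 25 °C.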
Calpain2 inh – inhibitors of pig calpain II, primary screen, biochemical, fluorogenic peptide substrate, 1536-well; AID 1236, 2008; 220,000 tested, 0.37% active; purified calpain II, 30 min; inhibition, % at 16 µM;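 active = inhibition above about 50%, limit read from the data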
p47phox inh – p47phox/p22phox peptide binding inhibitors, primary screen, biochemical, uHTS, NADPH oxidase regulatory subunit; AID 1274, 2008; 220,000 tested, 0.53% active; fluorescence polarization, 2 h; inhibition, % at 24.7 µM; Neutrophil cytosol factor 1 (Homo sapiens), P14598;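 active = inhibition above about 30%, limit read from the data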;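 also: 0% = p47phox with labelled peptide and 100% = labelled peptide alone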
Target sequence (P14598 whole entry, looked up): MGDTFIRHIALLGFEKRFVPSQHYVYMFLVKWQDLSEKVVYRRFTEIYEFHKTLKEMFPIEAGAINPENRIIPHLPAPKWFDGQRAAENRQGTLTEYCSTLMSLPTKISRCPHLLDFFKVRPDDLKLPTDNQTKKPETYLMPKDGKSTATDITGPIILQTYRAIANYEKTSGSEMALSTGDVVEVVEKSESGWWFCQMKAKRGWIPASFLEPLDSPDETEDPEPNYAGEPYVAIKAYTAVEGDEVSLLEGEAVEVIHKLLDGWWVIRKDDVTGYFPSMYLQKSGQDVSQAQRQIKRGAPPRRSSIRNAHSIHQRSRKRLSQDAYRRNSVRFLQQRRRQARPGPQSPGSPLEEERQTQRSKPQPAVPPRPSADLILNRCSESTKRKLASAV
p97 ATPase inh – inhibitors of human p97 ATPase, primary screen, biochemical; AID 1481, 2009; Transitional endoplasmic reticulum ATPase (Homo sapiens), P55072; recombinant p97 ATPase, Kinase-Glo ATP luminescence, 3 h; inhibition, % at 8 µM; 220,000 tested, 0.42% active; in the data active = inhibition above about 15%;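 also: 0% = DMSO vehicle and 100% = wells lacking enzyme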
EBV gp42 block – Epstein-Barr virus gp42 inhibitors, primary screen, biochemical, uHTS, fluorescence polarization; AID 1085, 2008; 220,000 tested, 0.42% active; inhibition, % (tested at 21.74 µM); Glycoprotein 42 (Epstein-Barr virus (strain AG876)), Q1HVG2; Fluorescence polarization binding assay, mP read-out; in the data active = inhibition above about 50%
Runt-CBFb FRET – inhibitors of RUNX1 Runt–CBFb binding, primary screen, biochemical, FRET, Cerulean-Runt, Venus-CBFb, uHTS; Runt-related transcription factor 1 (Homo sapiens) + Core-binding factor subunit beta …; Cerulean-Runt/Venus-CBFb FRET ratio 530/480, 1 h; inhibition, % at 20 µM; 220,000 tested, 0.46% active; AID 1496, 2009;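 active = inhibition over about 50% at 20 µM in the single-dose screen, limit read from the data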;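 also: 0% = DMSO wells and 100% = excess unlabeled CBFb competitor control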
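Measured by: fluorescence energy transfer, 422 nm excitation, 530/480 nm emission; Assay system: Cerulean-Runt domain; Medium: Tris pH 7.5 buffer with BSA; Measure: loss of energy transfer signal; Controls: 5 µM unlabeled CBFb as full-inhibition high control; Incubation: protein complex preformed 1 h, compound exposure 1 h, room temperature, dark.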
Numbers without * were called inactive; i = inactive; . = no result given; [ ] = another dose, or the depositor's remark.

Screens in order: Furin inh, p47phox inh, RBBP9 inh, EBV gp42 block, Runt-CBFb FRET, Tb hexokinase, Runt-SMMHC FRET, Calpain2 inh, p97 ATPase inh
CC(C)(C)c1ccc(OCc2ccc(C(=O)N/N=C3\CC4CC=CC34)cc2)cc1 (stereo not drawn)
  -17.2, -10.1, -4.0, 3.4, -3.5, 3.5, -3.8, -22.8, 3.6
COc1ccc(CCCC(=O)NCc2ccccc2)cc1C
  -20.7, -6.0, -1.6, 2.5, 0.3, 6.4, 5.6, -6.0, 2.4
O=C(NCCCNCCCNC(=O)c1ccccn1)c1ccccn1
  -11.4, -4.1, 3.9, -18.8, 0.3, -2.4, 0.1, -3.5, 3.8
Cc1c(CCOC(=O)CC23CC4CC(CC(C)(C4)C2)C3)sc[n+]1Cc1ccc([N+](=O)[O-])cc1
  -6.1, 5.5, -0.6, -7.3, -1.4, 12.5, -5.3, 32.6, 0.5
Clc1cccc(-c2nnc3sc(-c4ccccc4)nn23)c1
  -22.3[20 µM], ., -5.7, ., ., -4.8, ., ., 1.0
CC(C)Cn1c(-c2ccc(Br)o2)n[nH]c1=S
  -12.5, 2.2, -4.8, -20.3, 5.4, 3.1, 5.1, 2.4, 2.4
CS(=O)(=O)NCc1nnc(SCc2ccc(C(F)(F)F)cc2)o1
  -22.7, -7.0, -0.3, -12.1, 2.8, -7.9, -2.2, -11.8, -1.3
CCC1Oc2ccc(C)cc2N(CC(=O)N(Cc2ccc(C)o2)C2CC(C)(C)NC(C)(C)C2)C1=O (stereo not drawn)
  -10.0[20 µM], -8.1, -6.7, -13.6, -1.2, 11.1, -2.3, 10.5, -6.3
COc1ccc(C(=O)N2CCCC2)cc1
  -23.3, -8.4, 4.6, -21.9, -1.1, 3.3, -1.1, -19.9, 0.6
Fc1ccc(-n2cc(CNCCc3cccnc3)c(-c3ccccc3Cl)n2)cc1
  -18.0, -7.7, 6.9, 18.9, 3.0, 9.8, -1.2, -4.1, 5.2
O=C(O)C1Cc2ccccc2CN1C(=O)COc1ccc(Cl)cc1Cl (stereo not drawn)
  -22.3, -22.5, 1.6, -16.7, -1.7, 9.3, -2.4, 5.6, 1.2
O=[N+]([O-])c1cccc(-c2ccc(C(=S)N3CCN(c4ccccc4)CC3)o2)c1
  -14.2, -15.0, -9.5, -25.3, 27.5, -22.9, -0.7, -3.6, 3.6
Clc1nn2cnnc2c2ccccc12
  -17.6, -2.0, -7.3, -20.6, -1.7, 1.6, 2.8, -31.2, 4.3
COc1ccc(CC(=O)Nc2ccc(C(=O)NCC(C)C)cc2)cc1
  -23.9, -3.4, -7.2, -17.9, -1.3, -1.4, 4.4, -27.0, 2.6
Brc1ccc(OCc2nnc(SCC3CCCCC3)o2)cc1
  6.8, -2.5, -2.4, -6.4, 0.1, 10.8, -1.1, 32.8, -3.1
COCCCN1C(=O)C(=O)/C(=C(/O)c2ccccc2)C1c1ccc(N(C)C)cc1 (stereo not drawn)
  -5.7, -9.7, 3.6, -10.4, 3.4, -33.7, 5.1, 17.9, 3.7
COCCCNC(=O)CN(C1CCCCC1)S(=O)(=O)c1ccc(C)cc1
  -12.2, 7.2, -4.8, -6.7, -1.2, 0.0, 1.6, -20.0, -4.7
Cc1csc(NC(=O)CSc2ncnc3c2cnn3-c2ccccc2Cl)n1
  -28.8, -1.7, -3.4, -19.1, 0.3, -1.0, -7.8, 14.8, 1.8
COc1cc2c(cc1OC)CN(C(=O)/C=C/c1cccs1)CC2
  -11.5, -13.7, -13.1, 2.5, -0.5, -18.9, 22.9, -5.8, 3.4
O=C1CCN(S(=O)(=O)c2ccccc2)CCN1CCOCc1cccc(F)c1
  -15.9, -7.3, ., -3.0, -1.4, 0.4, -0.3, 14.2, .
CC(/C=N/Nc1nncc(=O)[nH]1)=C\c1ccccc1
  -8.2, -3.9, 0.2, -19.9, -1.5, -24.8, 1.7, 26.9, 2.1
CCOC(=O)Cc1csc(NC(=O)/C=C\c2ccccc2Cl)n1
  -3.3, -7.8, -5.5, 7.7, -2.1, -4.1, 1.3, 9.9, -2.1
COc1ccc(-c2ccc(SCC(=O)c3cccs3)nn2)cc1OC
  -33.3, -8.4, -6.6, -3.2, -1.1, -1.5, -1.2, 9.5, 2.5
O=C(NCc1ccco1)C(C(=O)c1ccccc1)n1ccccc1=O (stereo not drawn)
  -9.5, -1.4, 1.4, 0.4, -0.1, -8.3, 4.5, 5.9, -1.5
COc1cccc(C(=O)NCCSc2c(C)[nH]c3ccccc23)c1OC
  -13.4, -1.8, -4.9, -1.3, -1.5, -1.8, -0.4, 7.9, 2.1
Brc1cccc(C2CC(c3ccccc3)n3nnnc3N2)c1 (stereo not drawn)
  -15.5, -9.0, -3.7, -11.0, 40.1, 4.8, 1.8, 15.6, 1.4
CN(C)S(=O)(=O)c1ccc(C(=O)Oc2cc(=O)[nH]c3ccccc23)cc1
  -18.8, -12.7, -0.2, 1.6, 4.6, -0.8, 2.1, -6.8, 8.2
COc1ccc(C(=O)O)cc1S(=O)(=O)Nc1cccc(C)c1
  -8.7[20 µM], -6.2, 1.6, 2.7, 0.0, 3.0, -5.1, 9.5, -3.6
Cc1ccc(Cl)c(NC(=O)COC(=O)c2ccccc2C(=O)c2ccc(Cl)c([N+](=O)[O-])c2)c1Cl
  -13.3, -6.9, -2.4, -24.1, 0.6, 4.2, 4.5, -17.4, 0.5
COC(=O)c1sc(Nc2ccccc2)nc1C
  -26.5, -14.9, -11.2, -7.4, -1.9, -21.8, -1.4, 3.5, 3.0
COc1ccc(CNC(=O)CSc2ncnc3ccccc23)cc1OC
  -28.3, -3.2, -5.8, -18.6, 1.4, 0.4, -14.9, -8.8, 6.4
CC(OC(=O)C1CCCCC1)C(=O)Nc1cccc(Cl)c1 (stereo not drawn)
  -3.2, -12.0, -1.9, -15.5, -2.0, -2.2, -1.6, 14.4, 1.6
O=C(ONc1ccc(N=NC(=O)c2ccccc2O)cc1)c1ccccc1
  -14.5[20 µM], 31.2*, -2.6, 88.9*, -1.9, -39.8, -3.4, 2.0, -7.3
COc1ccc(C(=O)NN)cc1
  -24.3, -8.6, 0.5, -10.1, 1.1, 1.7, 0.5, -4.9, 1.7
CC(=O)C(C)Oc1ccc(Cc2ncc(C(F)(F)F)cc2Cl)cc1 (stereo not drawn)
  -16.4, 1.0, -3.7, -11.9, -3.0, -1.3, -3.0, 28.3, 1.5
CC(=O)N(CC(C)(C)CC=C(C)C)c1ccccc1
  -16.4, -8.2, -1.4, -12.1, -4.0, 6.3, -9.5, -3.3, 2.2
COc1cccc(C(=O)Oc2ccc3c(C)cc(=O)oc3c2C(C)=O)c1
  -20.1, -4.7, -5.8, 4.2, -0.1, -12.7, 1.9, -133.8, 6.7
Cc1ccc(S(=O)(=O)CCC(=O)OCc2ccc(S(=O)(=O)C(C)C)cc2)cc1
  -23.7, -0.3, 3.1, -6.1, 0.3, -2.1, -0.6, -0.1, -0.9
CCc1ccc(C2CC(c3ccccc3)Nc3nc(N)nn32)cc1 (stereo not drawn)
  -1.2, -4.6, -6.8, -15.4, -1.8, -0.5, -1.1, 11.0, -4.1
CCC(C)NC(=O)CC1Oc2ccc(Cl)cc2NC1=O (stereo not drawn)
  -7.7, -4.6, 1.3, -12.9, 3.0, 0.3, 1.3, 8.4, -6.8
COc1ccc(-c2ccc3c(n2)sc2c(=O)[nH]c(=O)[nH]c23)cc1OC
  -17.4, -50.4, -7.4, -20.9, -1.8, -16.0, -21.1, -82.0, 4.1
COc1ccc(C(=O)Nc2ncc3c(n2)CC(C)CC3=O)cc1 (stereo not drawn)
  3.9, -7.8, -4.0, -10.1, 1.3, -2.7, -0.2, 11.4, 2.2
O=C1C2C3c4ccccc4C(c4ccccc43)C2C(=O)N1Cc1ccccn1 (stereo not drawn)
  -23.7, 2.0, -1.3, -15.6, -1.3, -0.7, 2.4, 4.0, -1.6
O=C(COC(=O)CCc1ccc(S(=O)(=O)N2CCOCC2)cc1)Nc1ccc(Cl)cn1
  -25.6, -11.1, -3.3, -5.3, ., 0.1, 0.9, -20.0, 3.5
N#Cc1c(-c2ccccc2)ccnc1N1CCOCC1
  -20.4, -15.7, 2.6, -12.8, 0.6, -2.9, 3.9, -129.2, 2.6

Next section (three carried over from the part before).
Screens in order: Furin inh, p47phox inh, RBBP9 inh, EBV gp42 block, Runt-CBFb FRET, Tb hexokinase, Runt-SMMHC FRET, Calpain2 inh, p97 ATPase inh
O=C1C2C3c4ccccc4C(c4ccccc43)C2C(=O)N1Cc1ccccn1 (stereo not drawn)
  -23.7, 2.0, -1.3, -15.6, -1.3, -0.7, 2.4, 4.0, -1.6
O=C(COC(=O)CCc1ccc(S(=O)(=O)N2CCOCC2)cc1)Nc1ccc(Cl)cn1
  -25.6, -11.1, -3.3, -5.3, ., 0.1, 0.9, -20.0, 3.5
N#Cc1c(-c2ccccc2)ccnc1N1CCOCC1
  -20.4, -15.7, 2.6, -12.8, 0.6, -2.9, 3.9, -129.2, 2.6
O=C(Cn1cc(C(F)(F)F)ccc1=O)N1CCN(S(=O)(=O)c2ccccc2)CC1
  -12.0, -6.8, -1.5, -28.5, -2.9, -0.3, 3.0, 15.5, 0.8
CCCNC(=O)NC(=O)CSc1nc2ccccc2n1CC(C)C
  -19.6, -10.1, -6.2, -23.2, 0.3, 2.0, 2.3, 16.9, -2.3
COc1ccc(/C=C/C(=O)NC(=S)NNC(=O)c2cccnc2)cc1
  -3.1, -0.5, 1.0, -3.4, 13.1, -24.2, -4.2, -8.9, 2.8
Brc1c(CSc2nncn2-c2ccccc2)nc2ncccn12
  -33.4, -9.7, 5.0, -7.9, 0.5, -7.7, 1.3, i, 5.0
OCCN(/C=N/c1nc(-c2ccc(Br)cc2)cs1)CCO
  -16.2[20 µM], -6.0, 0.6, 4.0, 1.9, -16.3, 1.5, 9.5, -2.3
COc1ccccc1-n1c2nc3ccccc3nc2c2c(=O)n(-c3cc(C)cc(C)c3)cnc21
  -13.0, -41.0, -1.8, 4.2, -4.0, -25.6, 0.1, -57.2, -2.0
COc1ccc(CCNC(=O)c2ccc(CNS(=O)(=O)c3cccc(Cl)c3)cc2)cc1OC
  -11.6, -9.3, -6.5, -1.5, -3.4, -4.3, -5.2, -3.0, -1.5
CC1CCN(Cc2nc3c(c(=O)n(C)c(=O)n3C)n2CCCc2ccccc2)CC1
  -15.2[20 µM], 0.6, -5.4, -9.7, -5.9, 6.0, -4.2, -49.4, -0.8
C=CCn1c(-c2c(C)nc3cc(C)ccn23)n[nH]c1=S
  -21.3, -2.4, -2.4, -13.9, 7.0, -5.4, 4.8, -12.8, 6.5
CN1C(=O)/C(=C/c2cn(CC(=O)NCc3ccco3)c3ccccc23)NC1=S
  0.9, -12.5, -6.3, -20.6, 7.9, 12.0, -4.6, -36.1, -0.1
